HepG2 tox: qHTS for Inhibitors of TGF-b: Cytotox Counterscreen | HepG2 CAGA-GFP viability, ATP luminescence, 18 h | hit rate 0.76% among 410,000 | Potency, µM (highest dose often 46.1 µM), for inactives: at the top dose activity change, negative = cytotoxicity, actives largely listed as cytotoxic; also: potency is read from the fitted curve at half-maximal effect; some results filed as inactive show a strong effect at the top dose
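HepG2 CAGA-GFP cells (1000/well, DMEM with 1% FBS) received compound, then TGF-beta at 500 pg/mL final, and were incubated 18 hours at 37 degrees C. Viability was read by CellTiter-Glo luminescence. Media-only wells were set as complete cell-killing and DMSO as no toxicity.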
A549 viability: Nrf2 qHTS screen for inhibitors: counterscreen for cytotoxicity | A549 ARE-Fluc cells, CellTiter-Fluor viability, 18-24 h | hit rate 0.16% among 390,000 | Potency, µM (highest dose often 46 µM), inactives show top-dose activity change, negative = cytotoxicity, actives largely listed as inhibitors; also: potency is read from the fitted curve at half-maximal effect; % is scaled to controls: 0 for no effect and ±100 for the full control effect
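A549 ARE-Fluc cells in 5% FBS OPTI-MEM, 5000 cells/well, rested 2 h then exposed to compounds in concentration-response for 18-24 h at 37 °C. Viability by CellTiter-Fluor fluorescence (Ex 405/Em 525) after 30 min; luciferase luminescence (BugLite, 15 min, RT) read afterwards.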
TGFb SMAD3 inh: qHTS for Inhibitors of TGF-b | HepG2 CAGA-GFP TGF-b/SMAD3 reporter, GFP fluorescence, 18 h; TGF-beta stimulated, 500 pg/mL final | hit rate 1.2% among 410,000 | Potency, µM (series often up to 46.1 µM), for the others: top-dose activity, negative = inhibition, most hits filed as inhibitors; also: potency is read from the fitted curve at half-maximal effect; % is scaled to controls: 0 for no effect and ±100 for the full control effect; nearly all actives have a fitted effect of over 65% in size
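Inhibition of TGF-beta-driven CAGA-GFP reporter expression in HEPG2 cells is measured by cellular GFP fluorescence after 18 h stimulation with 500 pg/mL recombinant TGF-beta in 1% FBS medium at 37 degrees C.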
IL2 activator: qHTS of IL-2 Activators. IL-2 activation reporter assay, cell-based qHTS; stimulated with anti-CD3/CD4/CD28 beads; in transgenic mouse T cells. AID 652025, 2013. activation, % (series mostly up to about 46 µM). hit rate 0.065% among 360,000; in the data active = activation above about 50%; inconclusive = mostly about 30% to 49%; also: 0% is about no effect
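EGFP and DsRed fluorescence is measured by plate cytometry in unstimulated transgenic mouse T cells exposed to compound for 60 minutes, then stimulated 18 hours at 37 degrees C with anti-CD3/anti-CD4 beads plus anti-CD28.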
ATXN2 expr inh: Primary qHTS for Inhibitors of ATXN expression; HEK-293 ATXN2-luciferase reporter, luminescence, 24 h; Potency, µM (series often up to 57 µM), for inactives: at the top dose activity change, negative = inhibition, hits mostly inhibitors; hit rate 0.72% among 360,000; also: potency is read from the fitted curve at half-maximal effect; % is scaled to controls: 0 for no effect and ±100 for the full control effect; nearly all actives have a fitted effect of over 55% in size
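qHTS (up to 57 uM final) was run with 24 h compound exposure of reporter cells at 37 °C. Each well was multiplexed: SteadyGlo luminescence measured ATXN2-luciferase expression after a fluorogenic Gly-Phe-AFC viability readout (25 uM final).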
EPAC2 ag: qHTS for Agonist of cAMP-regulated guanine nucleotide exchange factor 4 (EPAC2): primary screen. Rap guanine nucleotide exchange factor 4 (Homo sapiens), Q8WZA2. EPAC2 activation, biochemical qHTS; response scale: 100% = 6.5 mM cAMP response. Potency, µM (titrated, usually from 154 µM), for the others: at the highest dose activation, hits mostly activators. hit rate 0.079% among 360,000; also: potency is read from the fitted curve at half-maximal effect; nearly all actives have a fitted effect of over 50% in size
Target sequence (Q8WZA2 whole entry, looked up): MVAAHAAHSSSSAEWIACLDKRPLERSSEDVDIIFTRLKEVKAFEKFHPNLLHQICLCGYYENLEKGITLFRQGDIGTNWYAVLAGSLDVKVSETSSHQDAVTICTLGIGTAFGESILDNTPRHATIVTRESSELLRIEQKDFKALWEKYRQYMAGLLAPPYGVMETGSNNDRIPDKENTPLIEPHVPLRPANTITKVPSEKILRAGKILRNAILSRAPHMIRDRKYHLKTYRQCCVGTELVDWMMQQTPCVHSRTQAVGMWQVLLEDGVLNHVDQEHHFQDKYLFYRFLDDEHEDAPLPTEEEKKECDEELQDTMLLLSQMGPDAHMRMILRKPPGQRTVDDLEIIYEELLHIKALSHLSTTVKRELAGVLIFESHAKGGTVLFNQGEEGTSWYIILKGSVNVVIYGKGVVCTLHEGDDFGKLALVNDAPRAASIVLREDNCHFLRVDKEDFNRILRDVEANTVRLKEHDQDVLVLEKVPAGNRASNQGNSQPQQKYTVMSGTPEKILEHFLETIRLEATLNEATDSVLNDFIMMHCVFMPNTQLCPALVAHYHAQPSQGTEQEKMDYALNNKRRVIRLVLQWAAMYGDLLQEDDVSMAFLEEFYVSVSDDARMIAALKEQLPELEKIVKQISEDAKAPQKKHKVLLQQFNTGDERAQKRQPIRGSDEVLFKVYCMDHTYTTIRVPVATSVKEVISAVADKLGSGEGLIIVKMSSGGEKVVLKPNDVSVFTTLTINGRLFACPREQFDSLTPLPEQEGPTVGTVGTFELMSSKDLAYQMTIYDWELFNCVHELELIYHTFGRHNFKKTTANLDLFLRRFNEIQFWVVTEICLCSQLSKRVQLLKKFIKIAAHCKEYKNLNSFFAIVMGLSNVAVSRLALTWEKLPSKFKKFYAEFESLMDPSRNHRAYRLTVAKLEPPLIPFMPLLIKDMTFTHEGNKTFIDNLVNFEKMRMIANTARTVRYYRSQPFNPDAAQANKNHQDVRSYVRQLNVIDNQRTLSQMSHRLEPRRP
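Nucleotide exchange monitored as fluorescence drop when BODIPY-GDP leaves Rap1B. Reaction: 100 nM EPAC2, 250 nM RAP1B-BODIPY-GDP, 50 uM GDP, room temperature, kinetic read over 30 min. Activity expressed relative to 6.5 mM cAMP.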
Nrf2 activator: qHTS of Nrf2 Activators. AREc32 ARE-luciferase reporter (MCF7-derived line), luminescence, 24 h. Potency, µM (highest dose often 46.1 µM), without a hit: at the top dose activation, actives largely listed as activators. hit rate 0.31% among 410,000. AID 624171, 2012; also: potency is read from the fitted curve at half-maximal effect; % of control where 0% means no effect; nearly all actives have a fitted effect of over 65% in size
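Nrf2 activation is followed as ARE-luciferase induction in the AREc32 line after one day of compound treatment; luminescence is read with Steady-Glo.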
S2 tox: Viability Counterscreen for Primary qHTS for Inhibitors of ATXN expression; hit rate 0.49% among 400,000; S2 cells (HEK-293 line with an ATXN2-luciferase reporter) viability, CellTiter-Fluor protease fluorescence, 24 h; Potency, µM (doses to about 56.7 µM), most hits filed as cytotoxic; also: potency is read from the fitted curve at half-maximal effect; nearly all actives have a fitted effect of over 40% in size
Nrf2 block: Nrf2 qHTS screen for inhibitors; hit rate 2.1% among 360,000; A549 ARE-Fluc reporter, luciferase luminescence, 18-24 h; Potency, µM (top dose mostly 46 µM), for inactives: top-dose activity change, negative = inhibition, actives largely listed as inhibitors; also: potency is read from the fitted curve at half-maximal effect; % is scaled to controls: 0 for no effect and ±100 for the full control effect; nearly all actives have a fitted effect of over 60% in size
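In this cell-based qHTS, ARE-driven firefly luciferase in A549 cells reports Nrf2 activity; the luminescent signal after BugLite lysis is the measured value, with a prior CellTiter-Fluor read for cell health.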
Active calls of the source: *; i = inactive; ? = inconclusive; . = not tested or not shown; [ ] = remark or other dose. Unless noted, calls follow the shape of the dose curve; as a rule, active = well fitted curve in the direction sought with a large enough effect; inconclusive = small, poorly fitted or top-dose-only effect, or another doubt; inactive = no such curve, though single readings can be large; an effect the other way counts as inactive or inconclusive.

SMILES	HepG2 tox	A549 viability	TGFb SMAD3 inh	IL2 activator	ATXN2 expr inh	EPAC2 ag	Nrf2 activator	S2 tox	Nrf2 block
CC(=O)N1CCN(S(=O)(=O)c2cccc(C(=O)Nc3ccc4c(c3)OCO4)c2)CC1	-28%	3%	0%	2.4	.	17%	0.8%	i	-1%
O=C(Nc1cccc(Br)c1)c1cc2ccccc2o1	-25%	-13%	-22%	-2.7	58%[activator]	27%	12%	i	?
CC(C)CC(=O)c1c[nH]c(C(=O)NCc2cccnc2)c1	2%	-1%	-10%	-2.2	32%	0%	2.7%	i	?
CCOC(=O)CC1(NC(=O)C2CCC(=O)N(Cc3ccccc3F)C2)CCCCC1 (stereo not given)	-12%	0%	-4%	-1.5	4%	-1%	2.0%	i	8%
Cc1ccnc(NS(=O)(=O)c2ccc(NC(=O)c3ccc(C)o3)cc2)n1	-5%	13%	10%	-1.0	-2%	6%	-1.1%	i	18%
COc1cccc(N2CCN(c3ncccn3)CC2)c1	0%	-5%	-4%	-1.0	0%	3%	2.7%	i	?
NNC(=O)CNC(=O)c1ccc(F)cc1	2%	-2%	13%	1.4	-29%	6%	1.5%	i	-3%
O=c1nc2sc3ccccc3n2c(=O)n1-c1ccc(Cl)cc1	-15%	5%	-3%	0.9	42%[activator]	0%	1.0%	i	?
COc1cccc(Nc2nc(C(N)COCc3ccccc3)cs2)n1 (stereo not given)	11µM*	.	?	0.3	-22%	1%	7.3%	i	.
COc1ccc(NC(=O)N2CCC(C(=O)c3ccc(F)cc3)CC2)cc1	-19%	10%	1%	1.3	-1%	2%	-0.3%	i	-15%
CC(=O)Nc1nnc(-c2c(-c3ccccc3Cl)noc2C)o1	-13%	1%	-2%	-0.2	-14%	-3%	0.7%	i	12%
C[C@@H]1CN([C@H](C)CO)C(=O)c2cc(Br)cnc2O[C@@H]1CN(C)C(=O)Nc1ccccc1	-14%	.	-9%	-1.6	-1%	-1%	0.5%	i	.
NC(=O)C1CCN(C(=O)COc2ccc3ccccc3c2Br)CC1	-48%	-1%	-5%	-4.0	-11%	-9%	-0.8%	i	-5%
Cc1cccc(CSc2cn(CC(=O)N3CCCC3)c3ccccc23)c1	-44%	-4%	?	.	.	.	5.8%	.	?
Cc1ccc(S(=O)(=O)NCCCCCC(=O)Nc2ccccc2)cc1	-5%	-18%	-1%	-0.5	1%	-14%	-0.2%	i	?
COc1ccc(C(=O)C2CCCN(Cc3cn[nH]c3-c3ccc(F)cc3)C2)cc1OC (stereo not given)	3%	-10%	9%	-0.1	-18%	5%	4.4%	i	28%
CN(C)c1ccc(N=Nc2cccc(F)c2)cc1	-26%	-17%	-11%	-3.5	68%[activator]	4%	4.3%	i	?
O=C(CCNS(=O)(=O)c1ccc(Cl)cc1)N1CCOCC1	-29%	-5%	-12%	-5.0	-1%	3%	-0.8%	?	5%
CCOc1ccc(-c2cc3nc(C4CCN(C(=O)OC(C)(C)C)CC4)c(C(=O)Nc4ccc(C)c(F)c4)cn3n2)cc1	-70%	-9%	?	.	11%	.	0.1%	i	15%
O=C(Nc1ccc(Nc2ccccc2)cc1)c1ccccc1	-44%	-2%	3%	-0.2	.	5%	9.1%	?	1%
COc1ccc2c(c1)OC(O)(C(F)(F)F)CC2=O (stereo not given)	-22%	-1%[1.84 µM]	9%	0.5	-7%	-2%	-0.6%	i	2%
CC1=C(C(=O)Nc2cccnc2)C(c2cccc(Br)c2)n2nc(SCc3ccccc3)nc2N1 (stereo not given)	2%	1%	-2%	.	6%	.	-0.2%	i	-14%[9.27 µM]
CC(C)CN1C2CCCC1CC(NC(=O)c1ccc([N+](=O)[O-])cc1)C2 (stereo not given)	-4%	4%	10%	0.4	-8%	11%	-0.8%	i	5%
CC1=C(C(=O)N(C(C)C)C(C)C)CC(CC(=O)NCCc2ccccn2)C(=O)N1Cc1ccc(F)cc1 (stereo not given)	-1%	.	3%	-0.6	-2%	2%	-0.1%	i	.
CCN(CC)c1ccc(NC2CC(=O)N(CCc3ccc(OC)cc3)C2=O)cc1 (stereo not given)	-6%	-5%	-16%	125*	-11%	-6%	-0.4%	?	6%
Cc1nn(C)c(C)c1N1C(=O)c2cccc3c(Br)ccc(c23)C1=O	-22%	8%	?	8.4	-36%	-1%	20%	.	2%
Clc1ccc(-c2ccnc(-n3cccc3)n2)s1	2%	4%	5%	-0.1	4%	0%	?	i	21%
COc1ccc(/C=C/C(=O)c2ccc(Cl)s2)cc1O	-95%	-16%	-27%	-3.0	18%	2%	?	i	-23%
CC1CCN(C(=O)c2cccc(S(=O)(=O)N3CCCCC3)c2)CC1	6%	0%	3%	-1.2	6%	1%	0.2%	i	.
CCCCc1ccc(NC(=O)c2ccc(NS(C)(=O)=O)cc2)cc1	2%	-3%	5%	1.1	10%	6%	0.1%	i	5%
CC(C)[C@@H](N)C(=O)NC[C@H]1O[C@@H](n2cnc3c(N)ncnc32)[C@H](O)[C@@H]1O	-32%	10%	13%	-0.2	-7%	10%	0.5%	i	-5%
OCCCn1c(C2CCCN2c2nc(-c3ccc(Cl)cc3)cs2)nc2cc(Cl)c(N3CCCCC3)cc21 (stereo not given)	-6%	7%	5%	-2.7	-20%	0%	-1.2%	i	?
CCCS(=O)(=O)NC(=O)C1(C)CCN(C(=O)c2cccc(C)c2C)C1 (stereo not given)	4%	.	37%[activator]	-0.5	12%	11%	-0.1%	i	.
CCCCN(C(=O)COC(=O)c1ccc(C)s1)c1c(N)n(CCC)c(=O)[nH]c1=O	-4%	-1%	1%	-1.7	13%	-2%	2.2%	?	-9%
COc1ccccc1NC(=O)NNC(=O)c1ccc2ccccc2c1	-3%	0%	0%	-0.4	2%	-10%	0.1%	i	2%
CCc1nn2c(=O)cc(COC(=O)c3ccc(NC(=O)COc4ccc(C)cc4)cc3)nc2s1	0%	10%	13%	.	.	.	1.1%	.	.
COc1cc(C(=O)Nc2ccc3c(c2)OCO3)c([N+](=O)[O-])cc1OC	3%	3%	16%	-4.7	-17%	7%	-0.3%	i	13%
CCOC(CNC(=O)c1ccc2c(c1)ncn2-c1ccccc1OC)OCC	-4%	-2%	0%	0.2	-13%	-2%	0.4%	i	?
COc1ccc(S(N)(=O)=O)cc1C(=O)OCC(=O)Nc1ncc(Cl)c(C)c1Cl	-5%	1%	-2%	0.3	0%	5%	4.4%	i	29%
CC1(C)CC(O)C(CCC(O)c2ccccc2)C(C)(C)N1 (stereo not given)	-5%	1%	?	-0.4	10%	-2%	0.0%	i	0%
CCOc1ccc(NC(=O)CNC(=O)c2cn(-c3ccccc3OC)c(=O)c3ccccc23)cc1	-11%	-6%	3%	-0.5	-13%	8%	0.3%	i	-20%
CC1CCN(C(=O)CN2c3ccc(C(C)C)cc3-c3ccccc3S2(=O)=O)CC1	-25%	-1%	0%	.	6%	.	6.2%	?	-3%
O=C(COC(=O)Cc1ccsc1)Nc1ccc(Br)cc1F	4%	1%	?	-2.6	11%	6%	0.4%	i	11%
Cc1ccc(-c2csc(N=C(N)N)n2)c(C)c1	-62%	3%	?	-1.5	-26%	13%	0.6%	i	-2%
CN(Cc1ccccc1)C(=O)c1[nH]cnc1C(=O)N[C@@H](Cc1ccccc1)C(=O)OC(C)(C)C	-1%	-2%	?	0.0	0%	3%	0.4%	?	-9%
CC(C)C(c1nnnn1CCc1ccccc1)N1CCN(C(=O)c2ccco2)CC1 (stereo not given)	-13%	-10%	?	-0.6	0%	1%	-0.6%	i	2%
CSCC[C@H](NC(=O)c1ccc(OCC2CCCO2)cc1)c1nc2ccccc2[nH]1 (stereo not given in full)	-13%	0%	-7%	1.6	2%	1%	0.2%	?	-8%
COc1ccc(NCc2cccn2-c2nnc(N3CCCCC3)s2)cc1OC	-22%	-12%	-4%	.	5%	.	4.6%	i	-9%
Cc1ccc(SC(C)C(=O)NC2CC2)cc1 (stereo not given)	4%	3%	3%	-1.6	0%	8%	-0.7%	i	3%
CCCSC1=C(C#N)C(c2cccs2)CC(=O)N1 (stereo not given)	-45%	15%	24%	-4.7	-4%	11%	1.3%	i	5%
CCCOc1ccc(C(NC(=O)CC(C)C)NC(=O)CC(C)C)cc1OC	-9%	1%	0%	0.6	3%	-10%	3.5%	i	7%
CC(=O)/C=C1/SC(CC(=O)O)C(=O)N1c1ccccc1 (stereo not given)	10%	1%	0%	-3.1	8%	-7%	-0.4%	i	1%
O=C(Nc1ccc(NC(=O)C2CC2)cc1)c1ccco1	-15%	-6%	17%	0.0	13%	5%	-0.2%	i	?

For convenience, 4 of the compounds above.
SMILES	HepG2 tox	A549 viability	TGFb SMAD3 inh	IL2 activator	ATXN2 expr inh	EPAC2 ag	Nrf2 activator	S2 tox	Nrf2 block
CCCSC1=C(C#N)C(c2cccs2)CC(=O)N1 (stereo not given)	-45%	15%	24%	-4.7	-4%	11%	1.3%	i	5%
CCCOc1ccc(C(NC(=O)CC(C)C)NC(=O)CC(C)C)cc1OC	-9%	1%	0%	0.6	3%	-10%	3.5%	i	7%
CC(=O)/C=C1/SC(CC(=O)O)C(=O)N1c1ccccc1 (stereo not given)	10%	1%	0%	-3.1	8%	-7%	-0.4%	i	1%
O=C(Nc1ccc(NC(=O)C2CC2)cc1)c1ccco1	-15%	-6%	17%	0.0	13%	5%	-0.2%	i	?

Not a hit list (roughly 4.3% active in at least one column).
